MEKK2 mut-MEK5: signal of MEK5 binding to mutant human MEKK2 PB1 domain; hit rate 0.35% among 290,000; bead flow cytometry, Alexa488-MEK5 binding to MEKK2 mutant; percent response, % at 10 µM; in the data active = percent response above about 24%, passing the limit was not always enough; note: inactives centre near 1; some results filed as inactive read as strong as hits
CRFR2-BP antag: CRF-BP/CRF-R2 complex antagonism; HEK293 CRF-R2/CRF-BP, CRF-induced calcium fluorescence; inhibition, % at 11.8 µM; hit rate 0.59% among 350,000; AID 588475;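 active = inhibition of the ligand-induced calcium signal above about 50% at the single tested concentration, limit read from the data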
FID counter: fluorescent intercalator displacement, NS3 helicase counter-screen | AID 1845 | DNA fluorescent intercalator displacement, fluorescence | inhibition, % at 7.9 µM | hit rate 0.17% among 290,000; in the data active = inhibition above about 37%;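 note: 0% = vehicle and 100% = reference compound; higher means more ethidium bromide displaced from hairpin DNA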
CRFBP-R2 agonist: CRF-BP/CRF-R2 complex agonism; activation, % at 13.2 µM; AID 588473; hit rate 0.46% among 350,000; HEK293 CRF-R2/CRF-BP, calcium dye fluorescence (FLIPR); percent of saturating CRF peptide response;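 active = activation of at least 50%, plus an integration ratio under a set limit after plate pattern correction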;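 note: plate controls were neutral control wells without compound for no effect and CRF at EC100 for full effect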
GalR3 antagonist: human GalR3 antagonism. O60755. HEK293 GalR3-CNG cAMP membrane potential fluorescence; galR3 body fused to GalR1 C-terminus. inhibition, % at 3 µM. hit rate 0.44% among 360,000;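 active = inhibition above the screen-wide average plus 3 SD, cut at about 13% in these data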;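 note: forskolin and galanin both at EC90 stimulate the cells; cAMP rise reported by CNG channel membrane potential dye signal; 0% = forskolin plus galanin with DMSO and 100% = forskolin alone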
Target sequence (O60755 1-299 limits assumed): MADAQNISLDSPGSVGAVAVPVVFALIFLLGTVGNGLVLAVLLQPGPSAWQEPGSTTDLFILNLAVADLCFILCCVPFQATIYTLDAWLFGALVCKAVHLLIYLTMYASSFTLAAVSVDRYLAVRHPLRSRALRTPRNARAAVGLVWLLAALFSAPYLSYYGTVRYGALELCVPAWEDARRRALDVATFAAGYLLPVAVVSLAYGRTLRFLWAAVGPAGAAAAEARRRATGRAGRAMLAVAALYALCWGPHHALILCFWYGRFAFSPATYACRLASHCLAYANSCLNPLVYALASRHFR
SUMO HTRF inh: blocks human SUMOylation mediated by UBC9; AID 2006; HTRF SUMOylation assay, SAE1/SAE2 + UBC9, in vitro; P63279; inhibition, % at 35 µM; hit rate 0.36% among 290,000; in the data active = inhibition above about 50%, passing the limit was not always enough; note: strong numbers were not always called active
Target sequence (P63279 whole entry, looked up): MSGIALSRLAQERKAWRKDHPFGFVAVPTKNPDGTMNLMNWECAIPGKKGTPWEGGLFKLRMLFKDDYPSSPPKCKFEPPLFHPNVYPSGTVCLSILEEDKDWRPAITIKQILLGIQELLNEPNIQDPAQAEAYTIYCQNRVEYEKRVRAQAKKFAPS
HCV NS3 hel inh: inhibitors of Hepatitis C virus NS3 helicase; NS3 helicase DNA unwinding, Cy5 molecular beacon fluorescence; inhibition, % at 10.9 µM; hit rate 0.56% among 290,000; AID 1800;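 active = inhibition above the mean of all tested compounds plus 3 SD, set per campaign, cut at about 35% in these data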;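 note: 0% = DMSO wells and 100% = thioflavine S control wells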
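assay system = NS3 helicase fragment of HCV | buffer or medium = MOPS pH 6.5, MgCl2, DTT, Tween20, BSA | timing = 60 min unwinding reaction at 25 °C after ATP addition | signal = Cy5 beacon fluorescence read at start and 1 h | read-out basis = % inhibition of unwinding | control set = low DMSO, high thioflavine S at 110 µM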
MEKK2wt PB1 HTS: raises or lowers MEK5 binding to wildtype human MEKK2 PB1 domain. Q9Y2U5. bead flow cytometry, Alexa488-MEK5 binding to MEKK2 WT; actives lie on both sides. binding response (% of control), % at 10 µM. hit rate 1.1% among 290,000; in the data active = binding response below about 67% or above about 130%
MEKK3 PB1 HTS: MEKK3-MEK5 PB1 interaction, increase or decrease. binding response (% of control), % at 10 µM. hit rate 1.4% among 290,000. bead-based flow cytometry, Alexa488-MEK5 binding to MEKK3; actives lie on both sides; 0 = blocked by unlabeled MEK5, 100 = vehicle;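 active = binding response more than 3 SD above or below the average of its plate-row segment, actives on both sides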;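 note: Alexa488 bead fluorescence after subtracting the streptavidin-only scavenger bead signal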
Target sequence (Q99759 whole entry, looked up): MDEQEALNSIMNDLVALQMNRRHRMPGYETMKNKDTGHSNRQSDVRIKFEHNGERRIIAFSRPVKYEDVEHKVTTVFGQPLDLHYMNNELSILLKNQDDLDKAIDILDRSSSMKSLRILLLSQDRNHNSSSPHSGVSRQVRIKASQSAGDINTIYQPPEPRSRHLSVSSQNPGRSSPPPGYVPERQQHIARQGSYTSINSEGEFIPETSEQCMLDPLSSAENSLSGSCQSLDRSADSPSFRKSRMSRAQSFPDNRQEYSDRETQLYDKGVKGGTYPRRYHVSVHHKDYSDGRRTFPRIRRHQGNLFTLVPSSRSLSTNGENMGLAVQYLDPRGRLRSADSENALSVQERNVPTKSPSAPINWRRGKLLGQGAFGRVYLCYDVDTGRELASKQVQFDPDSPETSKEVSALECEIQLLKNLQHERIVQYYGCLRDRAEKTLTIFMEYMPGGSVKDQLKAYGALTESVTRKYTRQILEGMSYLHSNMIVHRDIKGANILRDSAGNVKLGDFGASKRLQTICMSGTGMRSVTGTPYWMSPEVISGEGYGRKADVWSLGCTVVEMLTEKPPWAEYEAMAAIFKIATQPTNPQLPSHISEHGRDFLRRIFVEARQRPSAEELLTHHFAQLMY
Active calls of the source: *; / = no result given; & = joins results of further samples. Only part of the results is shown; count on the stated rates, not on these rows.

SMILES | MEKK2 mut-MEK5 | CRFR2-BP antag | FID counter | CRFBP-R2 agonist | GalR3 antagonist | SUMO HTRF inh | HCV NS3 hel inh | MEKK2wt PB1 HTS | MEKK3 PB1 HTS
CCOc1ccc(NC(=O)CN2C(=O)c3ccccc3C2=O)cc1 | 12 | 16 | 1 | -0.9 | -10 | 4 | -4 | 108 | 109
O=C1NC(=S)S/C1=C/c1ccc(Oc2cnccn2)cc1 | -3 | 30 | -5 | 6.1 | -3 | 19 | 7 | 101 | 105
O=[N+]([O-])c1ccc(N2CCN(CCO)CC2)cc1Sc1ccccn1 | -4 | -6 | 10 | -0.1 | -1 | 12 | -9 | 107 | 114
CN=C1c2cc3cc(OC)ccc3n2CCN1C | 2 | 1 | 4 | -1.4 | -4 | 29 | 0 | 90 | 80
O=C1C=C(O)C(n2cncn2)C(c2ccc3c(c2)OCO3)C1 (centres undefined) | -5 | 9 | -41 | -3.7 | 2 | 10 | -7 | 95 | 105
COC(=O)N(C)c1nc2ccccc2s1 | 7 | 4 | 3 | -1.5 | 2 | 28 | 6 | 104 | 106
CC(C)(c1ccccc1)c1ccc(OCCCN2CCNCC2)cc1 | 15 | -32 | 24 | -2.6 | -1 | 2 | -57 | 150* | 113
N#Cc1nc(N2CCCC2)nc(N2CCCC2)n1 | 11 | 11 | 0 | 0.1 | 98* | 25 | -7 | 129 | 113
Cc1ccccc1OCC(=O)Nc1ccc2c(c1)Cc1ccccc1-2 | 0 | -68 | 1 | 4.0 | / | -5 | -2 | 95 | 94
CSc1nc(-c2ccco2)nn1C(=O)c1ccco1 | 3 | 16 | 8 | -0.9 | 2 | 17 | 12 | 100 | 103
CCCCNS(=O)(=O)c1ccc2c(c1)oc(=O)n2CC(=O)OCC | 8 | 5 | -5 | -1.1 | -3 | 11 | -3 | 98 | 96
COC(=O)c1cn(NC(=O)CCC2CCCC2)c(=O)c2ccccc12 | 1 | -10 | -7 | -0.9 | -1 | -7 | 0 | 105 | 111
CCCCCCC(=O)N/N=C/c1ccc(Br)cc1 | 6 | -21 | -14 | 1.1 | -2 | -22 | -1 | 111 | 108
COc1cc([N+](=O)[O-])ccc1NC(=O)NCc1ccco1 | 0 | 11 | 4 | -0.4 | 12 | 20 | 22 | 99 | 97
CCNC(=O)C1CN(S(=O)(=O)c2ccccc2)CCN1S(=O)(=O)c1ccccc1 (centres undefined) | 1 | -1 | -7 | 0.8 | 1 | 5 | -4 | 102 | 101
COc1ccc(-c2nnc(NC(=O)CS(=O)(=O)c3ccc(Cl)cc3)o2)c(OC)c1 | 2 | -5 | -48 | -1.6 | -1 | / | 14 | 99 | 98
CCCCCSc1nnc(N)s1 | -11 | 4 | -3 | -0.3 | -4 | -2 | -3 | 92 | 96
CCOC(=O)C1CCN(c2c(NCCN3CCCCC3C)c(=O)c2=O)CC1 (centres undefined) | 2 | 10 | 12 | 3.5 | 3 | 14 | -2 | 106 | 105
Cn1c(C(=O)NCC2CCCO2)cc2c(=O)n3ccccc3nc21 (centres undefined) | -9 | -4 | -6 | 0.1 | 0 | 53* | 5 | 83 | 82
COc1cccc(OC)c1C(=O)NC(C)CCc1ccccc1 (centres undefined) | 7 | -10 | -12 | -0.9 | -11 | 10 | 6 | 106 | 104
CC(C(=O)NCCCN1CCOCC1)n1cccc1C(=O)c1ccccc1 (centres undefined) | 2 | 8 | 1 | -1.1 | 0 | -3 | 4 | 103 | 106
Cc1cc(C)n(C(=O)C2CCCN2S(=O)(=O)c2ccc(Cl)cc2)n1 (centres undefined) | / | 19 | -3 | -0.2 | -9 | -4 | 0 | / | /
COc1ccc(NC(=O)C2CCN(S(=O)(=O)c3ccc4c(c3)NC(=O)C(C)S4)CC2)cc1 (centres undefined) | 5 | 1 | -41 | 0.8 | 1 | 20 | -7 | 103 | 104
O=C(Nc1ccc(-c2nc3ccccc3c(=O)o2)cc1)c1ccco1 | 3 | -11 | -6 | 0.1 | -12 | 16 | -1 | 112 | 100
Cc1sc2ccc3sccc3c2[n+]1C | -34 | -65 | -23 | 1.0 | -8 | -4 | -2 | 83 | 101
SMILES | MEKK2 mut-MEK5 | CRFR2-BP antag | FID counter | CRFBP-R2 agonist | GalR3 antagonist | SUMO HTRF inh | HCV NS3 hel inh | MEKK2wt PB1 HTS | MEKK3 PB1 HTS
CC1(C)Cc2c(C#N)c(N)n(-c3ccccc3)c(=O)c2CO1 | 7 | 8 | -3 | -0.5 | -1 | 1 | -8 | 102 | 104
CCOCC(=O)NCc1ccc2c(c1)OCO2 | 16 | -7 | -1 | 0.0 | 2 | 10 | -2 | 103 | 105
CCn1c(O)c(N=NC(=O)C(O)c2ccccc2)c2ccccc21 (centres undefined) | 15 | 2 | -18 | -2.9 | 0 | 19 | 5 | 107 | 110
COc1ccccc1C(=O)Nc1nc2ccccc2s1 | -5 | 16 | -2 | -1.7 | -11 | -5 | 0 | 94 | 98
Cc1cc(C(=O)NNC(=O)CCN2CCN(c3ccccc3)CC2)c2ccccc2n1 | -12 | 5 | -9 | -3.0 | -4 | 6 | -5 | 91 | 101
CCO[C@H]1OC(C(=O)O)=C[C@@H](C2CC2)[C@@H]1CCCO | 5 | / | -8 | / | / | 7 | 5 | 111 | 109
COC(=O)c1cc(OC)c(OC)cc1NC(=O)C(C)Sc1ccc(C)cc1 (centres undefined) | 1 | 50* | -18 | -1.4 | -3 | -15 | -8 | 100 | 99
COc1cc(/C=N/N2C(=O)CSC2=S)ccc1O | -5 | 6 | 0 | -2.4 | -3 | -6 | 4 | 91 | 98
OCCN1CCN(CC#CCC(c2ccccc2)c2ccccc2)CC1 | 0 | 10 | 15 | 0.6 | -5 | -7 | -12 | 105 | 101
COc1ccc(CCNC(=O)COc2ccccc2[N+](=O)[O-])cc1OC | -3 | 1 | -15 | -1.4 | -8 | 4 | 1 | 97 | 98
Cn1c(=O)n(C)c2cc(S(=O)(=O)NCc3ccccc3)ccc21 | 5 | -3 | -10 | 0.4 | -3 | 13 | 9 | 103 | 103
CCC(=O)c1ccc(SC(=O)N(C)C)cc1O | -3 | 9 | -7 | -0.9 | -4 | 7 | 1 | 98 | 102
Cc1nc(C(=O)N(C)C)nn1-c1ccc(Cl)cc1Cl | -4 | 14 | 0 | -0.8 | -1 | 23 | 3 | 100 | 103
COc1ccccc1OCCC(=O)OCC(=O)Nc1ccc(Br)cc1F | -7 | 4 | -16 | -0.7 | 0 | -4 | 2 | 93 | 98
O=C(O)Cn1c(-c2cscn2)nc2ccccc21 | 8 | 17 | 2 | 0.3 | -7 | 0 | -2 | 133 | 123*
O=c1cc(CN2CCC3(CC2)OCCO3)c2c(ccc3ccccc32)o1 | 5 | 8 | -23 | -4.6 | -6 | 0 | 2 | 107 | 103
Cc1cc(C(=O)COc2cccnc2[N+](=O)[O-])c(C)n1Cc1cccs1 | -1 | 0 | -7 | 4.2 | 1 | 7 | 16 | 95 | 103
Cc1cccc(NC(=O)CCN2CCC(C)CC2)c1 | 2 | -10 | 7 | 0.8 | 4 | 10 | -4 | 107 | 109
CCOc1cc(/C=N/Nc2ccc(C(=O)O)cc2)ccc1OC(=O)c1ccccc1C | -4 | -26 | -15 | 0.5 | 1 | 15 | -2 | 92 | 100
COc1ccccc1/C=C/c1nc(C#N)c(N(C)C)o1 | 8 | 11 | -8 | -0.8 | -2 | 22 | -4 | 110 | 104
Cc1ccc(S(=O)(=O)N(Cc2cc3ccccc3[nH]c2=O)CC2CCCO2)cc1 (centres undefined) | -1 | -13 | -33 | -1.2 | -8 | 13 | -7 | 95 | 98
Cc1ccc(S(=O)(=O)N(C)C)cc1NC(=O)CSc1ncc(C(F)(F)F)cc1Cl | 0 | 3 | -22 | -0.4 | 0 | -13 | -1 | 104 | 102
Cc1cc(-c2ccc(C)c(S(=O)(=O)NCC3CCN(Cc4cccc(F)c4)CC3)c2)on1 | 21 | 4 | 18 | -0.6 | -7 | -2 | -30 | 127 | 107
O=[N+]([O-])c1ccc(Cl)c(-c2ccc(/C=N/c3c(-c4ccco4)nc4ccccn34)o2)c1 | / | -50 | 8 | 4.3 | 3 | 12 | 23 | / | /
C=CCN1C=C2C(=O)C(C)(OC(=O)C3CCCC3)C(=O)C=C2C=C1c1ccsc1 (centres undefined) | -7 | 1 | / | 2.0 | 1 | 11 | / | 93 | 91

Full records as entered above. Screens in order: MEKK2 mut-MEK5	CRFR2-BP antag	FID counter	CRFBP-R2 agonist	GalR3 antagonist	SUMO HTRF inh	HCV NS3 hel inh	MEKK2wt PB1 HTS	MEKK3 PB1 HTS
COC(=O)c1cn(NC(=O)CCC2CCCC2)c(=O)c2ccccc12 is listed with 1	-10	-7	-0.9	-1	-7	0	105	111
Cc1sc2ccc3sccc3c2[n+]1C is listed with -34	-65	-23	1.0	-8	-4	-2	83	101
CCCCCSc1nnc(N)s1 is listed with -11	4	-3	-0.3	-4	-2	-3	92	96
COC(=O)N(C)c1nc2ccccc2s1 is listed with 7	4	3	-1.5	2	28	6	104	106
CCn1c(O)c(N=NC(=O)C(O)c2ccccc2)c2ccccc21 (centres undefined) is listed with 15	2	-18	-2.9	0	19	5	107	110

Continuation.
SMILES | MEKK2 mut-MEK5 | CRFR2-BP antag | FID counter | CRFBP-R2 agonist | GalR3 antagonist | SUMO HTRF inh | HCV NS3 hel inh | MEKK2wt PB1 HTS | MEKK3 PB1 HTS
COCCOC(=O)C1=C(C)Nc2nc(C)nn2C1c1ccc(F)cc1 (centres undefined) | 0 | 1&3 | -5 | -2.3&0.2 | -6&-6 | -16 | -6 | 98 | 98
Cc1ccc(Nc2cnn(C34CC5CC(CC(CC(=O)O)(C5)C3)C4)c(=O)c2Cl)c(Cl)c1 | -3 | 12 | -48 | -0.2 | 0 | -1 | 6 | 97 | 101
CCOC(=O)C1=C(c2ccccc2)NC(SC)=C(C#N)C1c1ccco1 (centres undefined) | -6 | -41 | -14 | -2.5 | -7 | 9 | -7 | 96 | 96
CN1C(=O)c2ccccc2Sc2ccc(NC(=O)N3CCCC3)cc21 | -6 | -7 | -17 | 2.2 | -2 | 1 | -12 | 95 | 95
CN(C(=O)c1ccncc1)c1nnc(-c2cccnc2)s1 | / | -14 | -7 | 0.3 | -1 | 22 | 8 | / | /
CCOc1ccccc1NC(=O)NCc1ccccc1F | 1 | 26 | -1 | 1.3 | -4 | 31 | 3 | 103 | 102
C=CCNC(=O)C1CCN(S(=O)(=O)CC)CC1 | / | -27 | 1 | -0.7 | -5 | 16 | -4 | / | /
O=C1NC2C(NC(=O)N2C2CCCCC2)N1C1CCCCC1 (centres undefined) | 4 | -58 | -1 | 3.5 | -1 | -3 | -3 | 113 | 93
CCc1cccc(NC(=O)C2CCCN(S(=O)(=O)c3ccc4[nH]c(=O)ccc4c3)C2)c1 (centres undefined) | 3 | 9 | -39 | 2.6 | -7 | 21 | 0 | 97 | 100
Cc1cc(C(=O)CN2C(=O)c3ccccc3C2=O)c(C)n1C1CC1 | 3 | -14 | -2 | 1.2 | -4 | -11 | -1 | 101 | 100
Cc1cc2cc(C)c(NCCNC(=O)c3ccccc3F)nc2cc1C | 10 | -26 | 7 | -2.6 | -9 | 18 | -31 | 107 | 101
CC(C)CCNC(=S)NC1CCCC1 | -9 | 0 | -2 | 0.8 | -5 | -8 | 9 | 85 | 82
COC(=O)c1c(SCC(=O)NC2CCCCC2)[nH]c2ccccc2c1=O | 0 | -2 | -10 | 1.9 | 4 | 10 | 7 | 103 | 105
